High-throughput results from PubChem BioAssay.
TSHR antagonist: Antagonists of the Thyroid Stimulating Hormone Receptor: HTS campaign; TSHR-expressing cells, TSH-stimulated cAMP HTRF, 2 h; hits give low values; activity change, negative = inhibition, % at 11.5 µM; 0.2% of 330,000 active; AID 504810, 2011;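 active = activity change below a set negative limit, meaning inhibition stronger than a set level, cut at about -70% in these data; inconclusive = activity change between two set negative limits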; also: % is scaled to controls: 0 for no effect and ±100 for the full control effect
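Antagonism was scored as loss of TSH-driven cAMP in TSHR cells, stimulated with 4nM TSH (EC80) for 2 hours at 37 deg C and detected by homogeneous HTRF competition immunoassay.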
GALK inh: qHTS Assay for Inhibitors of Human Galactokinase (GALK); P51570; Potency, µM (highest dose often 57.5 µM), for the others: at the top dose activity change, negative = inhibition, usual class: inhibitors; AID 1868, 2009; Purified GALK, Kinase-Glo residual ATP luminescence; 0.007% of 270,000 active; also: potency is read from the fitted curve at half-maximal effect; % is scaled to controls: 0 for no effect and ±100 for the full control effect
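Luminescence from leftover ATP (Ultra-Glo luciferase/luciferin) served as read-out after a 1 h room-temperature reaction of 5 nM GALK with 35 uM ATP and 100 uM galactose.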
BCR signal inh: qHTS Assay to Find Inhibitors of Chronic Active B-Cell Receptor Signaling. ABC-DLBCL IkBa-CBG/CBR reporter, luminescence ratio, 4 h. Potency, µM (highest dose often 46.1 µM), inactives show top-dose ratio change, negative = lower green/red ratio, usual class: inhibitors. 0.05% of 340,000 active. AID 493014, 2011; active = well fitted inhibition curve with a large enough effect in the signal ratio, with a control signal flat, not every such curve was filed as active; inconclusive = small, poorly fitted or top-dose-only effect, or effect the other way, or a change in a side signal; the % refers to the signal ratio;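 also: potency is read from the fitted curve at half-maximal effect; plate controls were basal doxycycline-induced cells for no effect and cells given 10 µM MG132 for full effect; MG132 reads +100%, hits lower the ratio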
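Cell line TMD8 (human ABC DLBCL), stably expressing tet-inducible CBG68-IkBa fusion and CBR; IMDM/0.5% FBS; cpd up to 46 uM; dox induction, 4 h, 37C/5% CO2; dual luminescence; green/red ratio; MG132 control.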
Tb PFK inh: qHTS Assay to Find Inhibitors of T. brucei phosphofructokinase; ATP-dependent 6-phosphofructokinase (Trypanosoma brucei brucei), O15648; T. brucei PFK, ADP-Glo luminescence; Potency, µM (highest dose often 57.5 µM), for the others: at the top dose activity, negative = inhibition, hits mostly inhibitors; 0.17% of 330,000 active; AID 485367, 2010;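 also: potency is read from the fitted curve at half-maximal effect; 0% = uninhibited 1x PFK enzyme wells and -100% = no-enzyme wells; nearly all actives have a fitted effect of over 60% in size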
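Compounds were pin-transferred as a titration series up to 57 uM into substrate buffer (0.5 mM F6P, 0.1 mM ATP, pH 8.0), then 1.25 nM PFK was added and reactions ran 45 min before ADP-Glo detection.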
Coupling enz: qHTS Assay for Inhibitors of Fructose-1,6-bisphosphate Aldolase from Giardia Lamblia: Coupling assay counterscreen | coupling enzyme system counterscreen, AmpLite Red fluorescence | activity change, negative = inhibition, % at 58.2 µM, hits read low | 0.67% of 290,000 active | AID 2472, 2010; in the data active = activity change below about -30%; also: % is scaled to controls: 0 for no effect and ±100 for the full control effect
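Counterscreen of the coupled detection system alone, without aldolase: glyceraldehyde-3-phosphate coupling enzymes plus AmpLite Red readout. Compounds at 57.5 uM final, 10 min RT preincubation, 20 min RT reaction, fluorescence 525/598 nm.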
Giardia killer: Small Molecules that selectively kill Giardia lamblia: qHTS. AID 540267, 2011. activity change, % at 7.66 µM, hits read low. 0.15% of 340,000 active. Giardia lamblia trophozoite viability; in the data active = activity change below about -80%; inconclusive = between about -30% and that limit;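 also: parasites exposed to compound for two days anaerobically before the ATP read; % is scaled to controls: 0 for no effect and ±100 for the full control effect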
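Compounds were tested on trophozoites seeded at 100 cells/well and held 48 hrs at 37 deg C anaerobically. An ATP-based luminescent kit measured the remaining live cells.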
AT treatment: qHTS Assay for Identifying a Potential Treatment of Ataxia-Telangiectasia; […] A-T fibroblasts, KAP-1 phosphorylation AlphaLISA; neocarzinostatin DNA damage 30 min before lysis; Potency, µM (highest dose often 57.5 µM), for inactives: at the highest dose activation, most hits filed as activators; 0.19% of 320,000 active; also: potency is read from the fitted curve at half-maximal effect; % of control where 0% means no effect; nearly all actives have a fitted effect of over 45% in size
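hTERT-immortalized A-T patient fibroblasts ([…]), 500 cells/well in OPTI-MEM, 1% FBS, got compounds for 60 min, then NCS for 30 min at 37C. Lysates were then assayed for phospho-KAP-1 by AlphaLISA (anti-pKAP1 donor, anti-KAP1 acceptor beads), 6 hr at 25C.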
hERG WT inh: qHTS for Inhibitors of KCHN2 3.1: Wildtype qHTS | Voltage-gated inwardly rectifying potassium channel KCNH2 (Homo sapiens), Q12809 | U2OS, BacMam KCNH2, thallium flux FluxOr; hits give low values | activity change, % at 1.84 µM | 0.37% of 340,000 active | AID 720551, 2013;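 active = maximum activity change below -70%; inconclusive = maximum activity change between -70% and -50%; inactive = maximum activity change above -50%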; also: % is scaled to controls: 0 for no effect and ±100 for the full control effect
Target sequence (Q12809 whole entry, looked up): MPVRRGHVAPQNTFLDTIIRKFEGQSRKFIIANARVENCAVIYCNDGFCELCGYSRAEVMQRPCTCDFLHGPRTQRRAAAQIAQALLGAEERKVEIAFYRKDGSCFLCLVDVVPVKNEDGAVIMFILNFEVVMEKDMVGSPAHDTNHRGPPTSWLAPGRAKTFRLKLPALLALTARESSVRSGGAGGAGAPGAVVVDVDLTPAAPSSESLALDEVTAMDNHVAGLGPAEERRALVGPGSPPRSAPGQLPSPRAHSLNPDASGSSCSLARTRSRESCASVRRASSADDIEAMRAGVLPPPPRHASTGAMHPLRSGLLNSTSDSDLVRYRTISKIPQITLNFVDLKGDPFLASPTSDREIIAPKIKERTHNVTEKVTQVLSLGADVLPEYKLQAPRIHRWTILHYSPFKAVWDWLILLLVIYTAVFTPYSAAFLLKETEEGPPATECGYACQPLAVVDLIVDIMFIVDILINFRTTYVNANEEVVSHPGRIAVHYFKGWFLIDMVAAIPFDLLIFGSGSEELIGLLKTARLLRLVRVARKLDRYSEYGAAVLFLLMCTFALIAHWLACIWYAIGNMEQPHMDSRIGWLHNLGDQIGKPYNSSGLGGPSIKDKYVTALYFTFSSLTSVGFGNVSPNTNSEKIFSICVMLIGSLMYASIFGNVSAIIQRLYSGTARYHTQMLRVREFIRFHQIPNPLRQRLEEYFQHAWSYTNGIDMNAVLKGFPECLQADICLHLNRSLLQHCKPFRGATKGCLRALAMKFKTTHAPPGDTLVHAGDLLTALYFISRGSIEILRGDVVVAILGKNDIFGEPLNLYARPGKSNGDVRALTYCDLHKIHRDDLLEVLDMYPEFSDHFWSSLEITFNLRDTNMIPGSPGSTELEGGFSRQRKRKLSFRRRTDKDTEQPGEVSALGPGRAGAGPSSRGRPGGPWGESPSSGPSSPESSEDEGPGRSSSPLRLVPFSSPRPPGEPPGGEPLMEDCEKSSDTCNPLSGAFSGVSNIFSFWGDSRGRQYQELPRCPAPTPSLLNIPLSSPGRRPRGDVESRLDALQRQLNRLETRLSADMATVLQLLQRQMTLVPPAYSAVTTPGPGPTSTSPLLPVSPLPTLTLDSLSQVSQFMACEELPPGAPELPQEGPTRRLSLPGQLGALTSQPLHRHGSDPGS
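U2OS cells were transduced with wild-type KCNH2 virus (2.03 x 10^8 / mL) for 4 h at room temperature, then cultured overnight at 37 C. Thallium flux was read with FluxOr dye. Rate constants were normalized to DMSO controls.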
TCR activator: Activators of T cell receptors: qHTS campaign; Potency, µM (titrated, usually from 9.22 µM), without a hit: top-dose activation of IL-2 secretion, most hits filed as activators; 330,000 tested, under 10 active; primary human leukocytes, anti-CD3, IL-2 HTRF, 48 h; also: % of control where 0% means no effect
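48 hr co-incubation of compounds, a-CD3 beads and primary human leukocytes; IL-2 quantified homogeneously by HTRF with anti-IL-2 K and d2 conjugates.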
MLL CXXC-DNA inh: qHTS Fluorescence Polarization Assay for Inhibitors of MLL CXXC domain - DNA interaction; MLL-CXXC / FITC-HOXA9 DNA fluorescence polarization; Potency, µM (highest dose often 115 µM), for inactives: at the highest dose activity change, negative = inhibition, actives largely listed as inhibitors; 0.037% of 290,000 active; active = well fitted inhibition curve with a large enough effect in the polarisation, with a control signal flat, not every such curve was filed as active; inconclusive = small, poorly fitted or top-dose-only effect, or effect the other way, or a change in a side signal; inactive = no such curve, though single readings can be large or run the other way; the % refers to the polarisation; also: potency is read from the fitted curve at half-maximal effect
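Fluorescence polarization: 7 uM MLL-CXXC (stock) preincubated 5 min with compounds, then 50 nM fluorescein-HOX-A9 DNA (stock) added; 30 min ambient. Buffer 50 mM Tris-HCl pH 7.5, 50 mM NaCl, 1 mM DTT, 0.05% BSA.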
* = called active by the depositor; ? = inconclusive; / = no result given; [ ] = dose if it differs, or a comment. Unless noted, calls follow the shape of the dose curve; as a rule, active = well fitted curve in the direction sought with a large enough effect; inconclusive = small, poorly fitted or top-dose-only effect, or another doubt; inactive = no such curve, though single readings can be large; an effect the other way counts as inactive or inconclusive. Not a hit list; about 1.6% have a hit in one of these screens.

SMILES	TSHR antagonist	GALK inh	BCR signal inh	Tb PFK inh	Coupling enz	Giardia killer	AT treatment	hERG WT inh	TCR activator	MLL CXXC-DNA inh
O=C(N/N=C/c1ccc(O)cc1O)c1ccc(CN2C(=O)c3cccc4cccc2c34)cc1	-19.0	8.4%	?	6.1%	-11.6	7.1	-5.0%	-5.1	-2.2%	10.4%
COC(=O)CC1C(=O)NCCN1C(=O)Nc1cccc(Cl)c1 (configuration not stated)	-6.1	-0.5%	?	-0.3%	4.9	-16.3	2.4%	-16.4	-4.1%	7.4%
Cc1ccc(NC(=O)NCc2ccccn2)c(C)c1	-4.7	-3.5%	-3.2%	1.6%	/	3.5	-7.3%	4.9	-7.1%	0.2%
Cc1ccc(-c2nc3ccccc3[nH]2)s1	1.3	4.9%	?	-19.8%	-23.6	?	3.3%	4.0	-3.8%	-0.1%
COc1ccc(OC)c(C(=O)/C=C/c2ccccc2C(F)(F)F)c1	-2.3	-3.5%	?	-5.0%	0.8	9.0	?	5.3	-83.0%	-8.2%
CCSc1ccc([C@@H]2[C@H]3C(=O)N(C)C(=O)[C@H]3[C@]3(C(=O)OC)CCCCN23)cc1	-14.7	/	-12.4%	-3.4%	/	-16.3	21.7%	-3.4	-4.1%	/
Cc1cccc(/C=c2\s/c(=C\C(=O)C(C)(C)C)[nH]c2=O)c1	33.1	3.1%	-2.6%	-0.1%	-5.3	-9.9	0.9%	-3.1	0.0%	0.1%
O=C(Oc1ccccc1O)c1cccc2ccccc12	5.4	-1.5%	10.0%	-0.4%	-4.4	/	-3.2%	/	/	140.3%[activator]
Cn1c(O)c(N=Nc2nc(-c3ccccc3)cs2)c2ccccc21	-9.2	0.4%	?	-4.6%	-1.6	-0.4	1.5%	-29.4	2.1%[46.1 µM]	-2.9%
COc1ccc(F)cc1C(=O)C1CCCN(C(=O)CCN2CCCCO2)C1 (configuration not stated)	3.9	1.4%	?	0.2%	4.1	7.7	0.0%	-3.9	-3.9%	13.7%
CC1C(=O)Nc2ccc(S(=O)(=O)Nc3ccccc3Br)cc2NC1=O (configuration not stated)	30.6	/	8.2%	3.4%	5.0	13.5	0.9%	1.0	3.2%	/
O=C(OC[C@H]1O[C@@H](OC(=O)c2cc(O)c(O)c(OC(=O)c3cc(O)c(O)c(O)c3)c2)[C@H](OC(=O)c2cc(O)c(O)c(OC(=O)c3cc(O)c(O)c(O)c3)c2)[C@@H](OC(=O)c2cc(O)c(O)c(OC(=O)c3cc(O)c(O)c(O)c3)c2)[C@@H]1OC(=O)c1cc(O)c(O)c(OC(=O)c2cc(O)c(O)c(O)c2)c1)c1cc(O)c(O)c(OC(=O)c2cc(O)c(O)c(O)c2)c1	-16.4	/	?	0.0953µM*	/	/	-19.7%	/	/	/
COC(=O)C(NC(=O)c1ccccc1)(Nc1nccs1)C(F)(F)F (configuration not stated)	15.7	1.6%	3.1%	2.4%	-0.7	6.5	3.4%	1.6	4.9%	-2.9%
CC(=O)c1cccc(NC(=O)COC(=O)CCNS(=O)(=O)c2ccccc2)c1	0.2	/	-4.8%	-1.6%	/	-21.7	15.2%	2.9	3.2%[46.1 µM]	/
N/C(=N\OC(=O)c1ccc(Cl)cc1)c1ccn[nH]1	-6.5	9.6%	?	-6.9%	/	2.1	6.6%	-18.6	-4.7%	-0.5%
CC12CCC(C(=O)N(CC(=O)O)C1=O)C2(C)C (configuration not stated)	5.4	16.7%	6.8%	1.0%	-0.3	-6.2	3.2%	2.4	-1.6%	1.3%
O=C(NCCOc1ccc(Cl)cc1)C1CC(=O)N(c2ccc(F)cc2)C1 (configuration not stated)	13.2	-1.2%	-9.3%	-1.7%	-0.5	-1.2	-5.7%	11.7	-11.9%	1.6%
CCCN(CC1CC1)C(=O)COC(=O)c1ccc2c(c1)C(=O)N(c1ccc(OCC)cc1)C2=O	-27.4	0.1%	6.0%	4.4%	7.5	-6.0	-5.7%	-9.3	4.2%	15.8%
CCOc1ccc(Nc2nnc(Cc3ccc(OC)cc3)c(=O)[nH]2)cc1	1.8	-2.6%	1.3%	2.5%	1.5	-25.1	2.2%	2.7	-0.5%	0.0%
Cc1ccc(C(=O)OCC(=O)N2C(C)CCCC2C)cc1S(=O)(=O)N1CCCCC1 (configuration not stated)	-4.6	/	1.8%	-2.2%	/	20.1	2.0%	-15.7	-0.5%	/
O=C(NCc1cccc(C(F)(F)F)c1)C1CC(c2cccc(F)c2)=NO1 (configuration not stated)	-11.8	3.8%	-2.8%	-19.7%	0.0	-9.9	0.0%	10.7	2.6%	5.3%
COc1ccc(C2c3c(ccc4ccccc34)Oc3ncn4nc(Cc5ccccc5)nc4c32)cc1OC (configuration not stated)	-4.6	-0.3%	-1.0%	-0.7%	0.2	-15.4	0.5%	-1.5	0.5%[46.1 µM]	-15.6%
CCCNC(=O)Nc1cccc(NC(C)=O)c1	6.7	3.1%	-7.8%	-1.3%	4.3	-18.7	0.0%	-2.2	0.7%	-2.3%
COc1cccc(CN2CC(C(=O)NCc3ncc(C)[nH]3)CCC2=O)c1 (configuration not stated)	2.0	4.8%	2.9%	0.1%	/	1.1	4.0%	-0.5	1.3%	8.2%
Cn1cccc1/C=C1\SC(=S)N(NC(=O)c2cccc(Cl)c2)C1=O	-14.6	-1.7%	3.4%	7.2%	6.4	-11.5	-13.4%	-2.5	-3.4%[46.1 µM]	?
O=C(COc1ccc2ccccc2c1)Nc1cccnc1Cl	-2.6	-2.9%	?	-0.1%	-0.2	-13.7	6.8%	1.0	-3.4%	-5.2%
NC(=O)C1CCN(C(=O)c2ccc3c(=O)n(Cc4cccc(Br)c4)c(=S)[nH]c3c2)CC1	-3.9	-1.2%	12.4%	-16.3%	0.2	0.8	3.7%	1.5	0.0%	0.4%
Brc1ccc(-c2ncc3ccccn23)cc1	-8.2	1.5%	-2.2%	1.7%	-2.2	11.3	-1.1%	-16.6	-3.4%	7.0%
COc1ccc(NC(=O)CCc2nc3ccccc3s2)c(OC)c1	-7.6	0.5%	9.9%	-3.9%	-3.7	15.6	-1.3%	-16.0	-3.3%	-6.8%
COc1ccc(C)cc1NC(=O)C(NC(=O)c1cc(OC)c(OC)c(OC)c1)C(C)C (configuration not stated)	-4.8	0.3%	-0.5%	-0.6%	-1.8	-2.2	8.1%	-5.7	3.0%	-0.3%
COc1ccc2nccc(/C=C/c3ccnc4ccc(OC)cc34)c2c1	-14.0	-2.7%	?	0.7%	-20.0	-27.4	32.7%	5.7	-4.5%	-4.8%
O=C(O/N=C1\CCS(=O)(=O)c2sccc21)c1ccccc1	46.9	-2.0%	1.2%	-0.1%	2.0	-15.3	-2.1%	4.0	3.3%	121.1%[activator]
O=C(/C=C/c1ccccc1Cl)N(c1ccccn1)C1CCCCC1	8.4	1.5%	2.4%	-0.5%	0.6	-3.0	3.5%	-9.8	-2.2%[46.1 µM]	9.3%
COCc1cc(C(C)=O)ccc1OCC(=O)Nc1ccc(NC(C)=O)cc1	18.2	-1.0%	-6.9%	-0.6%	0.1	-3.2	0.2%	-0.1	1.8%	1.0%
CCC(C)(C)NC(=O)C(c1cccn1C)N(C(=O)Cn1nnc2ccccc21)c1ccc(F)cc1 (configuration not stated)	0.1	2.5%	0.5%	3.1%	0.5	-5.6	-1.8%	-4.8	0.0%	-11.2%
COc1ccc(CN(C)C(=O)c2cc(-c3ccc(C)cc3C)nc3ccccc23)c(OC)c1OC	-21.8	5.9%	?	0.4%	0.1	-5.9	5.2%	9.4	3.5%	-5.7%
O=C(NCc1cccnc1)c1cccc(OC2CCN(Cc3ccc(CO)o3)CC2)c1	1.4	1.4%	-5.3%	-19.7%	/	-12.2	25.9%	-11.9	-3.7%	7.3%
CCS(=O)(=O)c1nc(S(=O)(=O)c2ccc(C)cc2)c(N2CC(C)CC(C)C2)s1 (configuration not stated)	8.7	-1.0%	10.9%	-3.1%	/	7.8	10.0%	15.8	6.5%	-7.1%
